aSyn yeast rescue = alpha-synuclein toxicity suppression in yeast; S. cerevisiae alpha-synuclein toxicity rescue, BacTiter-Glo growth, 24 h; Potency, µM (titrated, usually from 46.1 µM), without a hit: at the highest dose growth rescue (activation), most hits filed as activators; actives 0.02% (n = 94,000); active = well fitted activation curve with a large enough effect; inconclusive = small, poorly fitted or top-dose-only effect; note: 0% is about no effect
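Growth restoration measured by BacTiter-Glo luminescence after 24 hr at 30 deg C; alpha-synuclein yeast, raffinose-pregrown to mid-log, were added at OD600=0.02 in galactose medium onto pinned compounds.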
The depositor's hits bear a star; ? = inconclusive; [ ] = dose if it differs, or a comment. Potency is the fitted concentration of half-maximal effect. The list is partial; count on the stated rates, not on these rows.

SMILES	aSyn yeast rescue
Cc1cccc(-n2ncc(C(=O)N3CCc4ccccc4C3)c2C2CCN(C(=O)OC(C)(C)C)CC2)c1	-14.7%
COc1cccc(NC(=O)c2ccc3c(c2)CCN3S(C)(=O)=O)c1	-8.5%
COc1cc(NC(=O)c2ccc(-c3nc(CSc4ccccc4)c(C)o3)cc2)cc(OC)c1	-4.3%
CSc1ncc(C(=O)Nc2ccccc2C(F)(F)F)c(-c2ccccc2)n1	-14.7%
CC(=O)C1=C(C)OC(N)=C(C#N)C1c1cccc([N+](=O)[O-])c1 (stereo unspecified)	-2.5%
COc1ccc(S(=O)(=O)c2nnn(-c3ccc(C(C)C)cc3)c2C)cc1	0.3%
Cn1c(C(=O)N2CCCC2)cc2c(=O)n(C)c3ccccc3c21	0.4%
Cc1cccc(-c2cc(C(=O)O)c3c(-c4ccc(F)cc4)[nH]nc3n2)c1	-7.5%
COc1ccccc1-c1nn(CCC(=O)Nc2ccccc2)c2nc(C)cc(C)c12	7.8%
COc1ccc(/C(C)=N/NC(=O)C(NC(=O)c2ccccc2)c2n[nH]c(=O)c3ccccc23)c(OC)c1 (stereo unspecified)	-2.5%
CC1CCC2(CC1)NC(=O)N(CC(=O)Nc1cccc(S(=O)(=O)N(C)c3ccccc3)c1)C2=O (stereo unspecified)	-8.1%
Cc1ccc(C(=O)N/N=C/C2=Cc3ccccc3OC2C)cc1 (stereo unspecified)	-15.2%

Some values from the results shown:
For aSyn yeast rescue, CC(=O)C1=C(C)OC(N)=C(C#N)C1c1cccc([N+](=O)[O-])c1 (stereo unspecified) has the entry -2.5%
For aSyn yeast rescue, COc1ccc(S(=O)(=O)c2nnn(-c3ccc(C(C)C)cc3)c2C)cc1 has the entry 0.3%

The list goes on:
SMILES	aSyn yeast rescue
CC(C)(C)c1ccc(C(=O)NCC(c2cccs2)S(=O)(=O)c2ccccc2)cc1 (stereo unspecified)	-7.2%
Cc1ccc(-n2nc(-c3ccc(N)cc3)cc2N)cc1	-9.4%
CCOc1ccc2nc(Cl)c(C3CC(c4ccc(OC)cc4)=NN3S(C)(=O)=O)cc2c1 (stereo unspecified)	-4.7%
Nc1cc(=O)nc(SCC(=O)Nc2ccccc2Cl)n1-c1ccccc1	5.2%
COCCn1c(SCC(=O)c2ccccc2)nc2ccccc2c1=O	-7.5%
CC(=O)N1CCN(C(=O)c2ccc(S(=O)(=O)Nc3ccccc3Cl)cc2)CC1	0.0%
CN(C(=O)c1ccco1)c1nc(-c2ccc(Cl)cc2)cs1	4.3%
O=C(Nc1ccccc1)C1CCN(C(=O)c2ccco2)CC1	0.8%
COc1ccc(CNC(=O)c2ccc3c(c2)N(Cc2ccccc2F)C(=O)c2ccccc2S3(=O)=O)cc1	6.3%
Cc1cc(S(=O)(=O)N2CCOCC2)ccc1OCC(=O)Nc1cccc(C(F)(F)F)c1	-1.3%
CCc1ccc(CN(Cc2ccco2)C(=O)COc2ccccc2Cl)cc1	26.2%
CCN(CC)C(=O)C1=C(C)N(Cc2ccc(F)cc2)C(=O)C(CC(=O)NCC2CCCCC2)C1 (stereo unspecified)	4.2%
Cc1ccc(-c2nc(CS(=O)(=O)CC(=O)NCc3ccccc3Cl)c(C)o2)cc1	9.5%
CCN(CC)C(=O)CSc1nnc2ccc3ccccc3n12	-1.3%
CCc1ccc(OC(=O)CSc2nnc(-c3ccc4c(c3)OCO4)o2)cc1	-24.2%
CCCCN1CC(c2nc3ccccc3n2CCCCOc2c(C)cccc2C)CC1=O (stereo unspecified)	-9.3%
COC(=O)c1cc(NC(=O)CCS(=O)(=O)c2cc(Br)cc3c2N(C(=O)C2CC2)CC3)cc(C(=O)OC)c1	4.1%
Oc1cccc(/C=N/Nc2cccc3cccnc23)c1	-8.5%
Cc1[nH]c(=O)[nH]c(=O)c1S(=O)(=O)Nc1cccc(Cl)c1C	2.2%
CC(C)COc1ccc(C(=O)N2CCN(CCc3ccccn3)CC2)cc1	-0.9%
CC(=O)N1CCCc2cc(S(=O)(=O)N3CCCC(C(=O)N4CCN(c5ccccc5)CC4)C3)ccc21 (stereo unspecified)	5.6%
CCOc1ccc2c(c1)c(=O)c(C(=O)c1ccc(C)cc1)cn2Cc1ccccc1OC	0.5%
COc1cc(Cl)c(C)cc1NC(=O)CN1CCCCCC1	-10.0%
Cc1ccc(O)c(-c2cc(C(=O)Nc3cccnc3)[nH]n2)c1	-1.8%
CCOC(=O)c1c(S(=O)(=O)NCC(=O)Nc2ccc(Cl)c(C(F)(F)F)c2)c(C)n(C)c1C	-9.6%
Cc1ccc(-c2[nH]ncc2CNCCc2cnn(-c3ccccc3)c2)cc1C	-7.4%
COc1ccc(C(=O)NCC(c2ccco2)S(=O)(=O)c2cccs2)cc1OC (stereo unspecified)	-19.9%
Cc1ccc(S(=O)(=O)Nc2cccc(C(=O)N3CCN(c4ccccc4O)CC3)c2)cc1F	3.6%
CCN(C(=O)NCc1noc2ccccc12)c1cc(C)ccc1C	7.3%
CC(C)(C)NC(=O)NC(=O)CN1C(=O)NC(C)(c2ccccc2)C1=O (stereo unspecified)	-7.3%
CCn1cc(C(=O)OCC(=O)Nc2cccc(Cl)c2C)c(=O)c2ccc(C)nc21	5.2%
O=C(NC1CC(=O)N(c2ccc(Cl)cc2)C1)c1cccs1 (stereo unspecified)	2.7%
Cc1ccc(-n2c(SCc3nc(-c4ccc(Cl)cc4)no3)nnc2-c2ccncc2)cc1	28.5%
CCc1cccc(C)c1NC(=O)CSc1nnc(CC)n2c1cc1occc12	?
Cc1cc(Nc2cccc(C(F)(F)F)c2)nc2ccc(NC(=O)c3cncc(Br)c3)cc12	-33.0%[inhibitor]
COc1ccc(NC(=O)CSc2nc3nc(C)cc(C)n3n2)cc1	-3.6%
Cc1nnc(Sc2nc3c(c(=O)[nH]c(=O)n3C)n2CCc2ccccc2)s1	-2.3%
CCOc1ccc(-c2nc(SCC(=O)Nc3ccc4c(c3)OCO4)c(-c3ccc(F)cc3)[nH]2)cc1	3.2%
Cc1cc(N2CCC(C(=O)N(CC(C)C)CC(C)C)CC2)n2nc(C)c(-c3ccc(Cl)cc3)c2n1	-14.1%
COc1ccc2[nH]c(C)c(CCNc3ccc(C(F)(F)F)cc3[N+](=O)[O-])c2c1	5.7%
Cc1nc2nc(NC(=O)c3ccc(C(C)(C)C)cc3)[nH]n2c(=O)c1Cc1ccccc1	-4.6%
O=C(NCCS(=O)(=O)N1CCN(c2ccccc2)CC1)C12CC3CC(CC(C3)C1)C2	12.8%
O=S(=O)(NCc1csc(-c2ccccc2)n1)c1ccc(Cl)s1	-5.2%
Cc1cc(C)c2c(N)c3cccc(C)c3nc2n1	8.8%
CN(C)S(=O)(=O)c1ccc(C(=O)OCCN=C2NS(=O)(=O)c3ccccc32)cc1	-3.6%
Cc1nc2ccc(NC(=O)c3cnc(Cl)c(Cl)c3)cc2s1	-6.1%
CS(=O)(=O)c1ccc(C(=O)N(Cc2ccccc2)c2ccccc2)cc1	0.4%
COC(=O)CCN(c1ccccc1)C(CNS(=O)(=O)c1ccccc1)c1ccccc1 (stereo unspecified)	-10.8%
CCOc1ccc(C(=O)N2CCN(c3ccccc3)CC2)cc1	-12.3%
O=C1CC(N2CCC(c3nc4ccccc4[nH]3)CC2)C(=O)N1c1cccc(F)c1 (stereo unspecified)	15.5%
C[C@H]1CN([C@@H](C)CO)S(=O)(=O)c2ccc(Br)cc2O[C@@H]1CN(C)S(=O)(=O)c1ccccc1	7.4%
Cc1ccc(C(=O)N2CCN(c3ccc([N+](=O)[O-])cc3)CC2)o1	4.6%
COc1ccc([C@H]2CN(c3ccc(OC)cc3)C(=O)[C@@H]2CC(=O)Nc2ccccc2)cc1	10.0%
COc1c(C(=O)NCCSC(C)(C)C)ccc2ccccc12	-4.5%
COc1cc2c(cc1NC(=O)COc1ccc(Br)cc1C)oc1ccccc12	-13.5%
O=C(NCC(c1ccc2c(c1)OCO2)N1CCOCC1)c1cccc(Cl)c1 (stereo unspecified)	-6.7%
Cc1ccc(Nc2c(-c3cccnc3)nc3ccc(Cl)cn23)cc1	-8.0%
CC(C)c1ccc(OCC(=O)Nc2ccc(S(=O)(=O)Nc3ncccn3)cc2)cc1	5.6%
Cc1ccc2oc(=O)c3cnn(CC(=O)N(CCN(C)C)Cc4ccco4)c3c2c1	-0.3%
COc1cccc(C(=O)Nc2ccc(-c3cn4cccnc4n3)cc2)c1OC	7.2%

Further compounds.
SMILES	aSyn yeast rescue
CCC(=O)N1c2ccc(S(=O)(=O)N3CCC(C)CC3)cc2CC1C (stereo unspecified)	3.1%
COc1ccc(C(=O)N(CC(=O)Nc2sc(C)c(C)c2C(N)=O)C2CCCC2)cc1	-3.1%
Cn1cccc1Cc1nnc(SCC(=O)Nc2ccc3c(c2)OCCO3)n1CCc1ccccc1	13.5%
Cc1nc2ccc(NC(=O)COc3ccccc3[N+](=O)[O-])cc2s1	-38.8%[inhibitor]
COc1ccc(-n2nnc3c(=O)n(CC(=O)N4CCCCC4)cnc32)cc1	-1.3%
CCOC(=O)/C(C#N)=C/c1cn(CCC(=O)O)nc1-c1cccc(Cl)c1	2.3%
Cc1ccc(NC(=O)CN(C)C(=O)c2ccc(NC(=O)CC3SC(N4CCCC4)=NC3=O)cc2)cc1 (stereo unspecified)	3.0%
COc1cccc(NC(=O)C2CCN(C(=O)N3CC(C)Oc4ccccc43)CC2)c1 (stereo unspecified)	-8.1%
COc1ccc(NC(=O)c2c(NC(=O)Cc3ccccc3)sc3c2CCCC3)cc1	-3.8%
Cc1cc(NC(=O)COC(=O)CCNS(=O)(=O)c2cccc(C(F)(F)F)c2)no1	-19.3%
NNC(=O)Cc1cccc2ccc(Cl)cc12	-3.5%
CC(NC(=O)CCCN1C(=O)CCn2nc(-c3cn(C)c4ccccc34)cc21)c1ccccc1 (stereo unspecified)	1.0%

Arranged by count of non-hydrogen atoms (largest number first): some entries from above.
SMILES	aSyn yeast rescue
Cc1ccc(NC(=O)CN(C)C(=O)c2ccc(NC(=O)CC3SC(N4CCCC4)=NC3=O)cc2)cc1 (stereo unspecified)	3.0%
Cn1cccc1Cc1nnc(SCC(=O)Nc2ccc3c(c2)OCCO3)n1CCc1ccccc1	13.5%
CC(NC(=O)CCCN1C(=O)CCn2nc(-c3cn(C)c4ccccc34)cc21)c1ccccc1 (stereo unspecified)	1.0%
CC(C)c1ccc(OCC(=O)Nc2ccc(S(=O)(=O)Nc3ncccn3)cc2)cc1	5.6%
Cc1cc(NC(=O)COC(=O)CCNS(=O)(=O)c2cccc(C(F)(F)F)c2)no1	-19.3%
COc1cccc(C(=O)Nc2ccc(-c3cn4cccnc4n3)cc2)c1OC	7.2%
O=C(NCC(c1ccc2c(c1)OCO2)N1CCOCC1)c1cccc(Cl)c1 (stereo unspecified)	-6.7%
CCOC(=O)/C(C#N)=C/c1cn(CCC(=O)O)nc1-c1cccc(Cl)c1	2.3%
Cc1ccc(Nc2c(-c3cccnc3)nc3ccc(Cl)cn23)cc1	-8.0%
NNC(=O)Cc1cccc2ccc(Cl)cc12	-3.5%

Continuation.
SMILES	aSyn yeast rescue
Cc1c(S(=O)(=O)N2CCN(C(c3ccccc3)c3ccccc3)CC2)c(=O)n(C)c(=O)n1C	0.9%
Cc1ccc(N(Cc2cccs2)C(=O)C(C)Oc2ccc(Cl)c(C)c2)cc1 (stereo unspecified)	3.2%
CN(C(=O)Nc1ccccc1)C1CCCc2ccccc21 (stereo unspecified)	-6.7%
Cc1cc(C[n+]2cc(Cl)ccc2N)c2ncccc2c1	4.1%
COc1ccc(C)cc1NC(=O)C/C(C)=N/NC(=O)Cc1cccc2ccccc12	3.8%
COc1ccc(NC(=O)CCc2c(C)nn(-c3ccc(N4CCOCC4)nn3)c2C)cc1Cl	-2.8%
O=C(/C=C/c1ccccc1Cl)Nc1nc(-c2cccs2)ns1	-10.7%
Cc1ccc(C(=O)Nc2c(C(=O)NC(C)(C)C)oc3ccccc23)cc1	-14.6%
O=C(CSc1ccccc1)NC1=NCCS1	5.5%
Cc1cc(N2CCN(c3cc(Cl)ccc3C)CC2)n2nc(-c3ccccc3)nc2n1	-9.8%
Cc1ccc(CNC(=O)c2cnc(N(C)C)nc2)cc1	0.0%
COc1ccc(OCC(=O)O/N=C(\N)c2ccc(OC)cc2)cc1	4.7%
CC1CCCN(C(=O)c2ccc(CSc3nc4ccncc4n3Cc3ccccc3)cc2)C1 (stereo unspecified)	-11.9%
CC(NCc1ccc(F)cc1)C(=O)NC1CCCCC1 (stereo unspecified)	-9.4%
O=C(Nc1ccc(F)c(F)c1)c1cc(S(=O)(=O)N2CCc3ccccc32)ccc1F	-19.3%
Cc1ccc(/C=C/c2nc3sc(C(=O)O)c(C)c3c(=O)[nH]2)cc1[N+](=O)[O-]	3.7%
COc1ccccc1NC(=O)C1CCCN(c2nnc(C)c3c(C)n(-c4ccccc4)nc23)C1 (stereo unspecified)	0.5%
Cc1ccccc1-c1nc(CNC(=O)NC2CCCCC2)c(C)o1	5.9%
CCOc1cc(/C=N/NC(=O)c2cc(C)n(-c3ccc(F)cc3)c2C)ccc1O	-4.2%
Cc1nnsc1C(=O)NCc1c(F)cccc1Cl	-9.6%
Cc1ccc(CN(C(=O)COc2c(C)cccc2C)C2CCS(=O)(=O)C2)o1 (stereo unspecified)	-11.1%
Cc1cccc(C)c1NC(=O)CCC(=O)N1Cc2ccccc2Oc2ncccc21	-5.9%
N#Cc1ccccc1NC(=S)Nc1ccc(F)cc1	-9.6%
c1ccc(N2CCN(c3ncnc4[nH]ncc34)CC2)cc1	3.4%
Cc1noc(-c2ccc(NCc3ccccc3)c([N+](=O)[O-])c2)n1	-3.2%
CC12CCC(C(=O)N(CC(O)CN3CCN(Cc4ccccc4)CC3)C1=O)C2(C)C (stereo unspecified)	-0.8%
CCOc1ccccc1NC(=O)C1=C(C)Nc2ncnn2C1c1cccs1 (stereo unspecified)	1.7%
Cc1ccccc1Cn1cnc2nc3c(cc2c1=O)CC(C)CC3 (stereo unspecified)	10.5%
CCCc1cc(=O)oc2c(CN(CC)CC)c(O)c(Cl)cc12	2.6%
COC(=O)CCCCC1SCC2NC(=O)NC21 (stereo unspecified)	8.8%

Screens (PubChem BioAssay)
